ALOX12 inh: Primary qHTS assay for inhibitors of human arachidonate 12S-lipoxygenase (ALOX12): Round 2; Polyunsaturated fatty acid lipoxygenase ALOX12 (Homo sapiens), P18054; purified 12hLO, xylenol orange hydroperoxide absorbance; Potency, µM (titrated, usually from 108 µM), for the others: at the highest dose activity change, negative = inhibition, most hits filed as inhibitors; actives 1.1% (n = 580,000); AID 1671190, 2021; also: potency is read from the fitted curve at half-maximal effect; % is scaled to controls: 0 for no effect and ±100 for the full control effect
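Purified human 12hLO (150 nM final) in 25 mM Hepes, 0.01% Triton X-100, pH 7.0 was preincubated 15 min at room temperature with compound. Then 40 uM arachidonic acid was added, 30 min. Hydroperoxide was read by Fe-XO absorbance ratio 573/405 nm.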
POLI inh: qHTS for Inhibitors of Polymerase Iota; actives 1% (n = 390,000); AID 588590, 2011; Pol iota fluorescent replication assay, 10 min; DNA polymerase iota (Homo sapiens), Q9UNA4; Potency, µM (top dose mostly 115 µM), for inactives: at the top dose activity, negative = inhibition, hits mostly inhibitors; also: potency is read from the fitted curve at half-maximal effect
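Pol iota at 10 nM preincubated 15 min with compounds at room temperature; reaction started with fluorescent substrate, 50 nM final. Fluorescence read kinetically at 0 and 10 min; buffer-only wells as negative control.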
ERG Ets-DNA blk: qHTS for Small Molecule Inhibitors of the ERG Ets/DNA interaction | fluorescence polarization, His-ERG Ets domain / labelled DNA | Potency, µM (doses to about 76.9 µM), without a hit: at the top dose FP activity, negative = inhibition, actives largely listed as inhibitors | actives 0.028% (n = 370,000) | AID 624246, 2012; active = well fitted inhibition curve with a large enough effect in the polarisation, with a control signal flat; inconclusive = small, poorly fitted or top-dose-only effect, or effect the other way, or a change in a side signal; inactive = no such curve, though single readings can be large or run the other way; the % refers to the polarisation;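 also: polarization taken with two DNA probes labelled with fluorescein and Texas red; potency is read from the fitted curve at half-maximal effect; % of control where 0% means no effect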
Target sequence (P11308 whole entry, looked up, the tested form may be a part): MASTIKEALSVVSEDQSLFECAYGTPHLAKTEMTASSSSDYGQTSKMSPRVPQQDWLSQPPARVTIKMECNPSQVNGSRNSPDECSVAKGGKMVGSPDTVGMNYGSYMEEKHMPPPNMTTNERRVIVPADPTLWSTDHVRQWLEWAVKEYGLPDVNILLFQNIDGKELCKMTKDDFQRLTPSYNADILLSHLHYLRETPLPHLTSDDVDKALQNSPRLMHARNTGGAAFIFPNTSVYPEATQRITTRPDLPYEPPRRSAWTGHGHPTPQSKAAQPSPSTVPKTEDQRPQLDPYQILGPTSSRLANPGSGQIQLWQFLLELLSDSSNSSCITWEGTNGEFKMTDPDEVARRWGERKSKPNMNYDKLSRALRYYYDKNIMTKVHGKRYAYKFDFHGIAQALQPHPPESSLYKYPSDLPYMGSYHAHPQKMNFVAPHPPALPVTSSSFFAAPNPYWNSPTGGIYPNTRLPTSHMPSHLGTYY
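His-tagged ERG Ets domain (1 uM in the protein solution; 300mM KCl, 50mM Tris-HCl, 1mM EDTA, 1mM DTT, pH 7.5) received compound, then a probe mix of 5 nM fluorescein-DNA and 100nM Texas-615-DNA. Fluorescence polarization was read for both dyes.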
Pol beta inh: qHTS Assay for Inhibitors of DNA Polymerase Beta; P06746; Pol beta primer extension/strand displacement, fluorescence kinetic; Potency, µM (doses to about 114 µM), without a hit: top-dose activity change, negative = inhibition, most hits filed as inhibitors; actives 1.3% (n = 340,000); AID 485314, 2010; also: potency is read from the fitted curve at half-maximal effect; % is scaled to controls: 0 for no effect and ±100 for the full control effect
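10 nM enzyme + cpd, 15 min RT; start with substrate 50 nM final; read 0 min and after 10 min RT. Corrected, normalized data; 4-parameter Hill curve fit.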
TRHR ag: qHTS for Small Molecule Agonists and Allosteric Enhancers of Human TRH Receptor: Primary Screen for Agonists; TRHR cells, calcium flux fluo-8, FDSS agonist mode; activation, % at 2 µM; Thyrotropin-releasing hormone receptor (Homo sapiens), P34981; actives 0.18% (n = 360,000); in the data active = activation above about 30%; also: 0% is about no effect
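TRHR-expressing cells, plated overnight in medium with 10% serum, were loaded with fluo-8 calcium dye at room temperature. After a 10 s baseline, library compound was pin-added and calcium release was recorded kinetically (ex 480/em 530) as agonist response.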
APEX1 inh: qHTS Assay for Inhibitors of the Human Apurinic/apyrimidinic Endonuclease 1 (APE1). DNA repair nuclease/redox regulator APEX1 (Homo sapiens), P27695. recombinant APE1, TAMRA/BHQ-2 abasic DNA cleavage fluorescence. Potency, µM (highest dose often 65.8 µM), for inactives: at the top dose activity change, negative = inhibition, hits mostly inhibitors. actives 0.35% (n = 350,000). AID 2517, 2012;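 also: potency is read from the fitted curve at half-maximal effect; plate controls were vehicle for no effect and reference inhibitor for full effect; nearly all actives have a fitted effect of over 55% in size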
Target sequence (P27695 whole entry, looked up): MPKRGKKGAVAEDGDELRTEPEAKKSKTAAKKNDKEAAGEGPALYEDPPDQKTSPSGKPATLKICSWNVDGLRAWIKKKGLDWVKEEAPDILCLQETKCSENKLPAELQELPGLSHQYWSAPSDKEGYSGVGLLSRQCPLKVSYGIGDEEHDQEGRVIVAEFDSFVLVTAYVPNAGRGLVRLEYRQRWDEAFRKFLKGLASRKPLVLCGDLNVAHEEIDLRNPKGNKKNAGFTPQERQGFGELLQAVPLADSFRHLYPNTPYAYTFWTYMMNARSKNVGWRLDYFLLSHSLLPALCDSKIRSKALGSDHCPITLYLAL
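APE1 at 0.75 nM final was preincubated with compound 15 min at room temperature, then 50 nM double-stranded THF abasic-site substrate (5'-TAMRA/3'-BHQ-2) was added. Fluorescence (ex 525/em 598 nm) was read kinetically; third-minus-first read gave activity.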
Anesthetic bind: qHTS Assay for Identification of Novel General Anesthetics | actives 0.074% (n = 350,000) | apoferritin/1-aminoanthracene competitive binding, fluorescence | Potency, µM (doses to about 77.5 µM), inactives show at the top dose activity change, negative = displacement, hits mostly inhibitors | AID 485281, 2010 | Ferritin light chain (Equus caballus), P02791; also: potency is read from the fitted curve at half-maximal effect; % is scaled to controls: 0 for no effect and ±100 for the full control effect; nearly all actives have a fitted effect of over 20% in size
Target sequence (P02791 2-175 limits assumed): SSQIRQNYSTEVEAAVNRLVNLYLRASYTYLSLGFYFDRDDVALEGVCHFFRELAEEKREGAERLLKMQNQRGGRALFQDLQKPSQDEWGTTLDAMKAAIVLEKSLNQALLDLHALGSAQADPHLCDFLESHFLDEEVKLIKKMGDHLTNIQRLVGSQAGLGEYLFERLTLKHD
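Horse-spleen apoferritin (10 uM) was mixed with 50% saturated 1-aminoanthracene in PBS, exposed to compounds for 10 min at room temperature, and read for fluorescence (ex 380 nm, em 535 nm). Competitive displacement was fitted with a four-parameter Hill equation.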
BLM helicase inh: qHTS Assay for Inhibitors of Bloom's syndrome helicase (BLM) | recombinant BLM DNA unwinding, fluorescence dequenching | actives 0.2% (n = 350,000) | RecQ-like DNA helicase BLM (Homo sapiens), P54132 | Potency, µM (doses to about 56.1 µM), inactives show top-dose activity change, negative = inhibition, most hits filed as inhibitors;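 also: potency is read from the fitted curve at half-maximal effect; plate controls were vehicle for no effect and no enzyme for full effect; nearly all actives have a fitted effect of over 35% in size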
Pol kappa inh: qHTS for Inhibitors of Polymerase Kappa; purified Pol kappa, fluorescent DNA synthesis assay, 10 min; Potency, µM (highest dose often 107 µM), without a hit: at the highest dose activity, negative = inhibition, hits mostly inhibitors; AID 588579, 2011; DNA polymerase kappa (Homo sapiens), Q9UBT6; actives 0.53% (n = 400,000); also: potency is read from the fitted curve at half-maximal effect; % is scaled to controls: 0 for no effect and ±100 for the full control effect
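Kinetic fluorescence screen: compound preincubated 15 min RT with 10 nM enzyme; 50 nM substrate (final) initiates; reads at 0/10 min.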
Numbers without * were called inactive; u = inconclusive; x = not tested or not shown; & = joins results of further samples; [ ] = dose if it differs, or a comment. Unless noted, calls follow the shape of the dose curve; as a rule, active = well fitted curve in the direction sought with a large enough effect; inconclusive = small, poorly fitted or top-dose-only effect, or another doubt; inactive = no such curve, though single readings can be large; an effect the other way counts as inactive or inconclusive. Only part of the results is shown; the hit share may differ from the screen's.

Each structure is followed by: ALOX12 inh	POLI inh	ERG Ets-DNA blk	Pol beta inh	TRHR ag	APEX1 inh	Anesthetic bind	BLM helicase inh	Pol kappa inh
- CCc1ccc(NC(=O)c2ccc(F)c(S(=O)(=O)NCC3COc4ccccc4O3)c2)cc1 (stereo not drawn)
    -7.9%	u	-5.6%	1.0%	0.3	-7.0%	u	-13.2%	0.0%
- CCCCn1c(N)c(-c2nc3ccccc3s2)c2c([N+](=O)[O-])nn(C)c(=O)c21
    9.7%	-17.1%	-4.4%	-6.7%	-0.1	4.5%	u	-2.3%	14.1%
- CC1(C)Cc2c(sc(NC(=O)C(=O)N3CCCC3)c2C(N)=O)CO1
    -0.2%	54.0%[activator]	-4.1%	14.9%	-0.2	-14.7%	2.2%	-4.2%	-0.4%
- Cc1ccc(S(=O)(=O)N(Cc2cccc([N+](=O)[O-])c2)C(=O)N2CCN(C)CC2)cc1
    0.2%	-21.4%	-5.4%	x	-0.3	-3.7%	x	x	-3.0%
- Cc1c(NS(C)(=O)=O)c(=O)n(-c2ccccc2)n1C
    -19.6%	-5.7%	5.9%	-4.5%	-0.4	0.8%	-9.3%	-3.0%	-0.6%
- COc1ccc(N2CCN(Cc3nc4c(c(=O)[nH]c(=O)n4C)n3CC(C)C)CC2)cc1
    u	9.0%	-0.5%	-19.2%	-1.1	x	34.3%	-4.6%	-12.4%
- CCN(CC)Cc1c(O)ccc2c(=O)c(-c3ccc4c(c3)OCCO4)coc12
    -5.5%	0.9%	2.1%	1.2%	-0.5	-7.9%	43.6%[activator]	-1.6%	-8.7%
- CCOC(=O)Cc1csc(NC(=O)c2ccc3c(c2)OCO3)n1
    0.0%	21.4%	-1.7%	12.9%	-0.2	-1.2%	-11.1%	-5.1%	-17.5%
- CCNC(=O)NC(=O)COC(=O)CCc1nc(=O)c2ccccc2n1C
    -4.1%	47.9%[activator]	-7.5%	7.9%	0.6	-0.4%	-1.3%	1.4%	1.7%
- O=C1C=C(c2ccc3c(c2)OCO3)C[C@@H](c2ccc(Cl)cc2)C1
    -5.3%	-10.0%	9.4%	x	0.3	2.9%	x	x	-4.0%
- N#Cc1c(-c2ccccc2)nc2n(-c3ccccc3)nc(C(=O)Nc3ccccc3)n2c1=O
    13.5%	2.3%	14.4%	u	0.5	u	u	-2.1%	2.9%
- O=C1Nc2cc(C(=O)NCCCN3CCOCC3)ccc2S/C1=C/c1cccc(Cl)c1
    -25.9%	7.0%	1.7%	0.3%	2.2	68.7%[activator]	-12.2%	-6.2%	4.4%
- C=CCn1c(SCc2nc3c(c(=O)[nH]c(=O)n3CCCC)n2CCC)nnc1-c1ccccc1
    -6.5%	5.8%	14.2%	2.0%	-1.1	3.0%	-19.0%	1.7%	-1.1%
- CC(C)Cn1c(=O)c2sccc2n2c(CCCC(=O)NCCc3ccccc3)nnc12
    -10.4%	7.7%	-0.7%	19.0%	-0.4	x	-8.6%	3.2%	3.6%
- CC(C)c1ccccc1NC(=O)CNCCc1ccc(C(F)(F)F)cc1
    -24.8%	u	4.3%	-3.1%	0.9	u	1.1%	-15.2%	-7.7%
- O=C(c1cc2ccccc2o1)N1CCN(Cc2ccccc2)CC1
    12.7%	31.3%[activator]	-2.8%	-22.9%	-0.5	-3.5%	-7.3%	-6.1%&1.5%	2.0%
- N#Cc1ccccc1OCC(=O)N1CCN(c2ccccc2F)CC1
    1.2%	9.2%	-1.6%	4.1%	-0.3	x	34.8%[activator]	0.0%	6.3%
- CN(C)c1ccc(CN(CC2CCCO2)C(=O)c2cc3ccccc3o2)cc1 (stereo not drawn)
    -2.5%	15.2%	7.1%	x	0.1	1.2%	x	x	-7.2%
- COCCCn1c(C(=O)N2CC(C)OC(C)C2)cc2c(=O)n3cccc(C)c3nc21 (stereo not drawn)
    x	6.8%	-1.3%	27.8%	-0.6	53.1%[activator]	42.0%[activator]	1.3%	3.1%
- CCC(C)NC(=O)c1cc(Sc2cccc(Cl)c2)nc2ccccc12 (stereo not drawn)
    -16.2%	2.7%	9.5%	2.1%	-0.3	x	u	0.8%	-0.8%[60.1 µM]

Compound profiles, from the list above:
CC(C)Cn1c(=O)c2sccc2n2c(CCCC(=O)NCCc3ccccc3)nnc12 as listed: ALOX12 inh = -10.4%; POLI inh = 7.7%; ERG Ets-DNA blk = -0.7%; Pol beta inh = 19.0%; TRHR ag = -0.4; APEX1 inh = x; Anesthetic bind = -8.6%; BLM helicase inh = 3.2%; Pol kappa inh = 3.6%
CCC(C)NC(=O)c1cc(Sc2cccc(Cl)c2)nc2ccccc12 (stereo not drawn) as listed: ALOX12 inh = -16.2%; POLI inh = 2.7%; ERG Ets-DNA blk = 9.5%; Pol beta inh = 2.1%; TRHR ag = -0.3; APEX1 inh = x; Anesthetic bind = u; BLM helicase inh = 0.8%; Pol kappa inh = -0.8%[60.1 µM]

Next section.
Each structure is followed by: ALOX12 inh	POLI inh	ERG Ets-DNA blk	Pol beta inh	TRHR ag	APEX1 inh	Anesthetic bind	BLM helicase inh	Pol kappa inh
- O=C(c1ccco1)N1CCC2(CC1)CN(c1ccccc1)C2
    u	x	x	x	x	3.0%	x	-2.0%	-10.3%[60.1 µM]
- O=C(CC1C(=O)NCCN1Cc1ccccc1C(F)(F)F)NCCN1CCOCC1 (stereo not drawn)
    6.9%	-9.9%	9.6%	3.8%	1.7	15.6%	3.9%	0.6%	1.4%
- C/C(=N\NC(=O)c1cc(-c2ccc(Cl)s2)[nH]n1)c1ccncc1
    -14.2%	u	u	u	0.4	-12.0%	-12.1%	-2.3%	-5.7%
- COc1ccc(NC(=O)N/C=C/c2ccccc2)cc1
    -26.1%	u	-9.8%	-13.9%	0.2	-0.6%	-6.2%	-5.8%	-14.8%
- CCCCOc1ccc(CN(C)c2ncnc(N)n2)cc1
    21.4%	-6.5%[58.9 µM]	2.5%	-0.5%	-0.5	-5.5%	-10.4%	-11.1%	1.8%
- O=C(CSc1nc2ccccc2[nH]1)Nc1ccc(F)cc1
    9.4%[57.4 µM]	21.2%	-1.3%	23.2%	-0.1	9.3%	-9.0%	-2.8%	5.0%
- Cc1nnc(SCC(=O)Nc2cccc(S(=O)(=O)N(C)c3ccccc3)c2)s1
    -6.7%	12.2%	-5.1%	3.4%	0.3	4.2%	-1.7%	2.5%	3.6%
- COc1ccc(N2C(=O)CCC(C(=O)N3CCC(C(N)=O)CC3)C2c2ccc(F)cc2)cc1 (stereo not drawn)
    0.0%	4.3%	3.3%	0.1%	0.2	0.2%	-7.0%	0.0%	-4.2%
- CCOc1ccc(NC(=O)CCC(=O)NNC(=O)NC2CCCCC2)cc1
    -15.0%	20.2%	9.6%	0.8%	5.4	6.7%	-6.4%	-3.9%	-3.2%
- Cc1c(C(=O)NCc2cccnc2)sc2nc(-c3ccccc3)cn12
    4.2%	14.1%	9.9%	u	0.5	13.4%	-15.5%	5.1%	6.5%
- CCOC(=O)c1c(-c2ccc(OC)cc2)oc2ccc(OCc3ccccc3C)cc12
    -9.3%	15.1%	-0.8%	22.0%	1.6	x	4.3%	-2.3%	-3.8%
- COc1ccc(/C=C/C(=O)O/N=C(\N)c2ccccn2)cc1OC
    0.6%	14.6%	8.3%	x	x	27.3%	x	x	6.9%
- Cc1ccc2oc(C(=O)NCc3ccccc3)cc(=O)c2c1
    0.0%&-43.6%	18.3%	-1.7%	-19.9%	-0.2	42.7%	30.4%[activator]	-7.5%	-7.6%
- O=C(Nc1c[nH]c(=O)[nH]c1=O)c1ccc2c(c1)C(=O)N(c1cccc([N+](=O)[O-])c1)C2=O
    -10.7%	1.8%	-15.4%	8.5%	-1.0	14.2%	5.7%	-8.8%	6.2%
- Cc1sc2nc(SCC(=O)c3cc(C)n(CC4CCCO4)c3C)n(C(C)C)c(=O)c2c1C (stereo not drawn)
    0.0%	36.9%[activator]	0.1%	0.0%	-0.3	-6.0%	-15.8%	-8.8%	0.5%
- CS(=O)(=O)N(CC(=O)N1CCN(c2ccccc2F)CC1)c1ccc2c(c1)OCCO2
    -8.7%	6.0%	-5.8%	-14.4%	-0.1	-0.3%	-2.8%	-4.0%	2.4%
- CC1OC2(OC1C)C(=O)Nc1ccccc12 (stereo not drawn)
    0.0%	14.1%	3.4%	0.7%	1.2	-4.9%	-1.8%	-3.3%	0.4%
- O=C1CS(=O)(=O)C2(C(=O)N(Cc3ccccc3)c3ccccc32)N1c1ccccc1 (stereo not drawn)
    -12.8%	15.4%	-0.7%	5.6%	-0.5	x	-9.3%	0.7%	4.5%
- Cc1ccc(Nc2ncnc3c2cnn3-c2ccccc2)c(C)c1
    0.0%	-3.7%	3.7%	1.1%	1.2	x	-8.4%	-0.3%	-12.3%[60.1 µM]
- NC(=O)c1ccc2c(c1)S(=O)(=O)c1ccccc1C2=O
    x	28.3%	-13.7%	-2.1%	-2.6	-0.4%	31.9%[activator]	-5.0%	2.6%
